NR2F2 inh – inhibitors of human COUP-TFII (NR2F2). P24468. AID 686940. HEK293T NGFI-A luciferase reporter, luminescence. inhibition, % at 8.6 µM. 370,000 tested, 0.7% active;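 active = inhibition above a per-plate cutoff, mean inhibition of test wells between control levels plus 3 SD, cut at about 38% in these data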;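 also: cells cotransfected with COUP-TFII expression vector driving the NGFI-A reporter; 0% = median of COUP-TF2 test wells and 100% = reporter-only cells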
Target sequence (P24468 whole entry, looked up): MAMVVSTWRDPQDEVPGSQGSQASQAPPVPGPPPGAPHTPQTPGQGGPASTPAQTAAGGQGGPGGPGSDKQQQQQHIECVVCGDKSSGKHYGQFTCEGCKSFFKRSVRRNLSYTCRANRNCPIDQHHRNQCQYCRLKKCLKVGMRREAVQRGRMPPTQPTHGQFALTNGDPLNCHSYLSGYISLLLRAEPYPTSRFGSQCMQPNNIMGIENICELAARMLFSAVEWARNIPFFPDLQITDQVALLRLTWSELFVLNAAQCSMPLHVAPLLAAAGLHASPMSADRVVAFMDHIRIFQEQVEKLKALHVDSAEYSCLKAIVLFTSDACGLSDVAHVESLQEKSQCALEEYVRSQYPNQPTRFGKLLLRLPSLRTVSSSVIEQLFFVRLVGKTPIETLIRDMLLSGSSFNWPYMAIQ
MC4R ag barr – human MC4R agonism via beta-arrestin; AID 540308; P32245; activation, % at 8.9 µM; U2OS MC4R beta-arrestin complementation, luminescence; percent of melanotan II response, DMSO zero; 360,000 tested, 0.98% active;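 active = activation above a per-plate cutoff, the mean activation of sample wells on that plate plus 3 SD, cut at about 8% in these data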
ABHD5 PLIN5 PPI – blocks binding of human ABHD5 to perilipin-5. 360,000 tested, 0.78% active. inhibition, % at 4 µM. Split G. princeps luciferase complementation, luminescence, 4 h. AID 602281;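 active = inhibition above the mean inhibition across every tested compound plus 3 SD, cut at about 22% in these data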;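 also: 0% = DMSO only wells and the 100% control is not disclosed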
SRC3 inh – human NCOA3 inhibition; HEK293 GAL4-SRC3 luciferase reporter, luminescence; inhibition, % at 3.6 µM; 360,000 tested, 0.17% active; AID 588352;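 active = inhibition above a per-campaign cutoff, the mean of all compounds plus 3 SD, cut at about 60% in these data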;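 also: 0% = DMSO-treated cells and 100% = gossypol-treated cells at 36 µM; higher means less SRC3-driven luciferase light from the GAL4 reporter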
MC4R antag cAMP – antagonists of human melanocortin 4 receptor (MC4R); AID 540295; MC4R-expressing cells, MTII-stimulated cAMP, LANCE TR-FRET; inhibition, % at 6.5 µM; 360,000 tested, 0.48% active;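 active = inhibition above its plate's cutoff, the mean of tested wells on that plate plus 3 SD, cut at about 29% in these data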;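 also: 0% = Melanotan II alone and 100% = Melanotan II plus saturating MCL0020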
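material = U2OS cells stably expressing human melanocortin 4 receptor (MC4R) | also added = Melanotan II challenge | dosing = single nominal compound dose of 6.5 µM | detection = TR-FRET with Eu-cAMP and labeled anti-cAMP, 671 nm | replication = singlicate | timing = compound 30 min, challenge 1 h, detection 1 h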
LRH-1 inv ag – inverse agonists of human LRH-1 (NR5A2); AID 602396; inhibition, % at 3.6 µM; HEK293T StAR-luciferase reporter, LRH-1 transfected, 24 h; 360,000 tested, 0.13% active;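 active = inhibition above the mean inhibition of all tested compounds plus 3 SD, cut at about 73% in these data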;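 also: 0% = DMSO wells and 100% = reporter-only cells lacking LRH-1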
TLR9-MyD88 block – inhibitors of human TLR9-MyD88 binding. Q9NR96+Q99836. CHO BLA complementation TLR9-MyD88, CCF4 FRET ratio. inhibition, % at 4.98 µM. 340,000 tested, 0.21% active. AID 504734;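 active = inhibition above the mean over all tested compounds plus 3 SD, cut at about 21% in these data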;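 also: 0% = DMSO only wells and 100% = clavulanate BLA inhibitor control wells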
NCOA1 inh – inhibitors of human steroid receptor coactivator 1 (SRC1) | HEK293 GAL4-SRC1 luciferase reporter, luminescence | inhibition, % at 3.6 µM | 360,000 tested, 0.12% active | AID 588354;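 active = inhibition above the campaign mean plus 3 SD, with each screening campaign given its own cutoff, cut at about 60% in these data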;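 also: 0% = DMSO treated cells and 100% = gossypol at 36 µM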
NCOA2 inhibitor – inhibits human steroid receptor coactivator 2; HEK293 GAL4-SRC2 luciferase reporter, luminescence; inhibition, % at 9 µM; 370,000 tested, 0.17% active;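 active = inhibition above the mean inhibition of all tested compounds plus 3 SD, set per campaign, cut at about 52% in these data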;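 also: 0% = DMSO treated cells and 100% = cells given Gossypol at 36 µM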
NOD2-RIPK2 inh – NOD2-RIPK2 protein interaction inhibition | inhibition, % at 4.98 µM | CHO BLA complementation NOD2-RIPK2, CCF4 ratio | 360,000 tested, 0.38% active | O43353; in the data active = inhibition above about 21%;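 also: 0% = vehicle only and 100% = reference blocker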
Target sequence (O43353 whole entry, looked up): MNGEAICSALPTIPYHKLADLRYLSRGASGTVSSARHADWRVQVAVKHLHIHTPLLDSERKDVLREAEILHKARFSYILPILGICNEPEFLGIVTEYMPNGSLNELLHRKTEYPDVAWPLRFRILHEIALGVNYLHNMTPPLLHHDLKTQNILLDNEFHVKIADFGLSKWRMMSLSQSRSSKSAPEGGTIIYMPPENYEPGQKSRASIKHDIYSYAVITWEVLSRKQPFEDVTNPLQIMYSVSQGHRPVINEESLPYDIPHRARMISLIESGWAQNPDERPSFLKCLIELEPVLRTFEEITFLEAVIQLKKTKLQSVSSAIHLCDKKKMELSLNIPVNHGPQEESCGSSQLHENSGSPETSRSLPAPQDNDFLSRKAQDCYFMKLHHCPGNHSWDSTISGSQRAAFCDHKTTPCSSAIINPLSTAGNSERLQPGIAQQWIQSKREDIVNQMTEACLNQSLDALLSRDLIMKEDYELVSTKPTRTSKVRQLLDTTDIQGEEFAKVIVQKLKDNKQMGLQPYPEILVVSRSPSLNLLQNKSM
EBV LMP1 NFkB – reduces LMP1-driven NF-kappaB luciferase signal; LMP1-induced NF-kappaB luciferase reporter cells, luminescence; inhibition, % at 12.5 µM; AID 504558; 350,000 tested, 0.69% active; in the data active = inhibition above about 41%;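 also: 0% = neutral control wells and 100% = reference inhibitor control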
* hit, by the source's call; . = not tested or not shown.

SMILES	NR2F2 inh	MC4R ag barr	ABHD5 PLIN5 PPI	SRC3 inh	MC4R antag cAMP	LRH-1 inv ag	TLR9-MyD88 block	NCOA1 inh	NCOA2 inhibitor	NOD2-RIPK2 inh	EBV LMP1 NFkB
Cc1ccc(C2C(C#N)=C(N)Oc3cc(C)oc(=O)c32)o1 (configuration not stated)	23	1.1	3	6	28	-1	-1	-9	23	-8	0
O=C(CNC(=O)c1cccc(Br)c1)NCCc1nc2ccccc2[nH]1	7	-1.1	1	15	-5	10	5	19	3	4	3
O=C(CCN1C(=O)/C(=C/c2ccccc2F)SC1=S)Nc1cccnc1	15	-1.3	-2	-1	-1	4	-11	-27	-48	-2	2
COc1ccc(OCc2cc(C(=O)NC3CCOCC3)no2)c2ccccc12	-10	-0.2	-16	-22	1	-4	2	-6	25	-16	-3
COc1ccc(CCN2C(=O)CC(NC34CC5CC(CC(C5)C3)C4)C2=O)cc1OC (configuration not stated)	5	0.3	8	5	21	1	15	-21	2	-3	6
COc1ccc(NCC(=O)Nc2cc(S(=O)(=O)N3CCOCC3)ccc2N2CCOCC2)c(OC)c1	6	-2.6	-2	14	4	7	-10	4	0	-4	0
O=C(O)c1cccc(-c2csc(C(O)c3ccc(F)c(F)c3)n2)c1 (configuration not stated)	-13	2.3	-4	-68	12	-45	.	-47	-24	-16	.
COc1ccc(Cl)c(-c2cc(C(=O)Nc3ccccc3)[nH]n2)c1	-67	1.6	0	-119	1	-174	.	-136	-75	1	.
CN1CCN(C(=O)CC2(CC(=O)O)CCCC2)CC1	5	-0.5	-4	14	11	14	-2	-5	7	-9	-2
Cc1cc(=O)[nH]c(=O)n1Cc1ccccc1	-1	-0.9	1	0	5	4	2	-9	-17	-4	0
CC1(C(=O)Nc2cccc(C(F)(F)F)c2)Cc2c(-c3ccccc3)ccnc2O1 (configuration not stated)	-11	-0.6	-5	-2	5	-11	.	0	-17	6	.
COC(=O)CC1=Nc2ccccc2NC(=O)C1	12	-1.2	1	6	1	5	2	-1	5	2	-4
O=C(Cc1ccc(O)cc1)N/N=C/c1cccnc1	-15	-3.5	-7	-3	8	19	-3	0	0	2	-5
COCC(C)n1c(SCC(=O)NCCC2=CCCCC2)nc2ccccc2c1=O (configuration not stated)	-18	0.6	9	-12	14	-5	-4	2	-5	9	2
CC(C)[C@H](NC(=O)Nc1ccc2c(c1)OCCO2)C(=O)O	-1	-0.6	-1	4	7	-21	-8	3	-9	-3	4
Clc1ccc(-c2nc3ccncc3[nH]2)cc1	-36	2.1	-11	-39	6	-82	-7	-93	-52	3	-20
Cc1ccc(-c2cc(-c3ccc(F)cc3)n[nH]2)c(O)c1	-56	6.9	-9	-92	5	-94	5	-133	-65	6	-94
COc1ccc(S(=O)(=O)N(C(=O)c2ccncc2)c2ccc(OC(=O)c3ccncc3)cc2)cc1	1	-0.2	9	-7	-20	-14	-5	3	-30	1	10
CCC(C(=O)Nc1c(C)cccc1C)n1c(-c2ccc(-c3ccccc3)cc2)nc2ccccc21 (configuration not stated)	-28	.	-2	.	.	-24	.	.	7	-10	.
Cc1cc(C(=O)N/N=C/c2cn[nH]c2-c2ccccc2)cs1	-1	0.3	1	0	13	-1	-6	9	-4	10	-2

Next section, overlapping the part above by 2 compounds.
SMILES	NR2F2 inh	MC4R ag barr	ABHD5 PLIN5 PPI	SRC3 inh	MC4R antag cAMP	LRH-1 inv ag	TLR9-MyD88 block	NCOA1 inh	NCOA2 inhibitor	NOD2-RIPK2 inh	EBV LMP1 NFkB
CCC(C(=O)Nc1c(C)cccc1C)n1c(-c2ccc(-c3ccccc3)cc2)nc2ccccc21 (configuration not stated)	-28	.	-2	.	.	-24	.	.	7	-10	.
Cc1cc(C(=O)N/N=C/c2cn[nH]c2-c2ccccc2)cs1	-1	0.3	1	0	13	-1	-6	9	-4	10	-2
S=C(c1ccc(-c2ccc(Cl)cc2Cl)o1)N1CCCCC1	-21	-2.7	-7	-40	1	-70	4	-96	-33	2	-55
Cc1ccc(/C=N/n2c(C)nnc2C)o1	-8	-1.0	-3	12	1	10	0	8	-3	-4	-6
O=S1(=O)CC(N2CCN(CCO)CC2)CN1Cc1ccccc1 (configuration not stated)	3	.	3	5	.	4	.	15	-15	-7	.
COc1ccc(C(C)=O)cc1CSC(=N)N	12	0.0	9	16	-6	0	-2	0	-19	4	-28
CCOC(=O)c1cc2nc(-c3ccccc3)cc(C)n2n1	5	-0.5	-5	1	6	3	1	-9	-16	-7	-6
Cc1noc(C)c1COc1ccccc1C(=O)N(C)Cc1ccc(C(C)(C)C)cc1	41*	1.0	1	25	-5	13	2	-8	-1	-6	10
COc1cc(OC)cc(C(=O)NNc2nc3cc4c(cc3s2)OCO4)c1	-5	-1.2	-11	-6	9	-7	3	-1	-17	9	-6
Cc1sc2ncn3c(C)nnc3c2c1C	4	1.8	3	13	5	-8	-13	6	-22	11	-3
COc1cc(Cl)c(C)cc1NC(=O)CN1CCN(C(=O)c2cccs2)CC1	-7	0.2	-1	-1	2	-30	-3	13	-10	-3	0
Fc1ccc(-c2nnc(N3CCOCC3)c3ccccc23)cc1F	5	-1.5	4	-11	-5	10	-6	5	6	1	-1
O=C1CCC(C(=O)NC2(C(=O)NC3CCCCC3)CCCCC2)N1 (configuration not stated)	-26	-0.4	2	24	4	-3	-13	6	0	-10	35
O=C(NCC1CC1)Nc1ccccc1	23	0.4	-6	-20	21	-1	-6	-15	-13	-3	-6
CCn1c(SCC(=O)Nc2cc(Cl)ccc2OC)nnc1C1CC1	3	-0.6	0	10	8	9	-10	-5	-13	-3	-5
CCN(CC)S(=O)(=O)c1ccc(NC(=O)COC(=O)c2cc(S(=O)(=O)Nc3ccc(OC)cc3)ccc2O)cc1	-11	0.6	4	17	32*	18	1	1	0	-9	3
O=C(O)C1CCCCC1C(=O)Nc1ccc(Cl)cc1Cl (configuration not stated)	-1	-0.1	1	4	1	-2	-9	-2	-8	-6	3
CC1CCc2nc3ccc(S(=O)(=O)N4CCC(C(=O)NC(C)c5ccccc5)CC4)cc3c(C(=O)O)c2C1 (configuration not stated)	5	-0.8	3	-47	-10	3	1	0	0	-2	-7
CCc1ccc(OCc2ccc(C(=O)O)o2)cc1	-41	-1.1	1	-87	0	-143	2	-75	-51	-1	-27
CCOC(=O)CC1CCCCN1C(=O)c1ccc2oc(CCc3ccccc3)nc2c1 (configuration not stated)	7	-1.2	8	-3	17	-14	-6	-16	-26	-11	-2
COc1ccc(NC(=O)CSc2nc3scc(C)c3c(=O)[nH]2)cc1	-22	-4.1	0	0	8	-12	-3	-18	-6	3	3
O=C(CP(=O)(c1ccccc1)c1ccccc1)N1CCOCC1	-6	0.2	-1	-6	-3	-2	12	-18	3	-7	-4
CCOC(=O)c1c(S(=O)(=O)N2CCc3ccccc32)c(C)n(C)c1C	15	-3.0	-4	6	5	-18	3	-35	2	9	-6
CCCCN(CCCC)S(=O)(=O)c1ccc(NC(=O)CN2CCOCC2)cc1	.	0.8	0	4	15	17	-3	-7	.	7	-5
Cc1[nH]n2c(=O)c(C#N)c(-c3ccccc3)nc2c1-c1ccccc1	11	-2.2	-6	13	2	0	3	-6	16	-3	-12
O=C(Cn1cnc2c(nnn2Cc2ccccc2)c1=O)NCC1CCCO1 (configuration not stated)	-17	3.4	-3	-3	6	-14	1	8	10	6	-8
COc1cc(/C=C/C(=O)OCC(=O)NC2CC2)cc(S(=O)(=O)N2CCc3ccccc32)c1OC	9	-2.3	5	4	-3	14	-13	12	-5	-9	-8
Cc1cc(NC(=O)c2cccc(COc3ccc(Br)cc3)c2)no1	-36	12*	-3	-105	-7	-224	-2	-141	-60	4	43*
N#Cc1nc(Cc2ccccc2)oc1N1CCN(c2ccccc2)CC1	13	-0.6	1	-10	2	-1	-8	-9	14	-3	2
O=C(CSc1nnc(CNC(=O)c2c(F)cccc2Cl)o1)Nc1ccc2c(c1)OCO2	-13	-1.8	-1	20	4	4	-4	-15	18	2	1
Cc1ccc(C)c(NC(=O)CSc2nnc([C@@H](N)Cc3ccccc3)o2)c1	-3	0.3	-5	12	1	13	-7	12	-5	-9	5
Cc1[nH]nc2nc(SCC(=O)NC3CCCCC3)n(-c3ccc(Br)cc3)c(=N)c12	-3	17*	-4	-4	20	9	1	18	-12	-17	-3
COc1cccc(NS(=O)(=O)c2ccc3[nH]cc(C(=O)NC4CC4)c(=O)c3c2)c1	0	0.0	6	18	17	-18	6	-2	8	-8	-9
COc1ccc(-c2ccc(C(=O)NCc3ccc(C(F)(F)F)cc3)c3occc23)c(C)c1	17	-0.1	-11	11	11	-25	.	5	14	-5	.
COc1ccc(CCC(=O)NCCc2nc3ccccc3[nH]2)cc1	5	3.0	8	20	-2	3	6	9	-3	-2	-3
O=C(CC(Nc1ccccc1Cl)C(=O)O)c1ccccc1 (configuration not stated)	4	-2.1	83*	-25	5	-22	-4	-25	-41	7	-15
COc1ccc(C(C(=O)NC(C)(C)C)n2c(-c3ccc(=O)[nH]c3)nc3ccccc32)cc1 (configuration not stated)	-12	.	5	.	.	-12	.	.	-27	-2	.
Cc1ccc(CSC2=NCCN2C(=O)c2ccc([N+](=O)[O-])cc2)cc1	3	3.2	-7	17	11	12	-4	-9	-12	-6	3
COc1cc(C2=NOC(C(=O)N3CCN(c4ccc(F)cc4)CC3)C2)cc(OC)c1OC (configuration not stated)	-2	0.3	7	14	3	-13	4	1	-7	-5	5
Cc1ccc2[nH]c3c(=O)n(CC(=O)N4CCN(C)CC4)ncc3c2c1	-14	-0.1	0	15	1	-4	2	-5	5	-12	0
Cc1cc(NC(=O)CN(C)CC(=O)Nc2ccc(F)c(F)c2F)no1	9	0.6	-6	-7	0	9	-8	-7	0	9	-4
Nc1nncn1C(=O)c1cc(Br)ccc1Cl	6	0.3	3	9	4	-13	2	-9	0	-5	9
CCCn1c(=O)c2ccccc2n2c(SCC(N)=O)nnc12	4	-1.2	-2	2	-2	13	-1	10	1	0	10
O=C1CS/C(=N\C(=O)N2c3ccccc3Sc3ccccc32)N1	6	-1.2	-3	2	2	22	-3	11	-2	-5	-4
CCN(C(=O)COc1cccnc1[N+](=O)[O-])C1CCS(=O)(=O)C1 (configuration not stated)	6	0.4	-4	7	19	12	3	-16	0	-11	-2
O=C(NN1CCOCC1)c1cc(S(=O)(=O)Nc2cccc(C(F)(F)F)c2)ccc1Cl	18	-0.1	-4	22	7	-25	4	-2	-12	-3	3
CC(C)Oc1cccc(C(=O)C2CCCN(C(=O)c3ccccn3)C2)c1 (configuration not stated)	-1	0.4	4	12	2	-23	5	4	12	8	2

Bioassay records deposited in PubChem BioAssay by several laboratories.

These rows are one share of the data (hit frequency here may not be typical).
